High-throughput results from PubChem.
SW480 rereplic: inducers of DNA re-replication in SW480 colon cancer cells; 340,000 tested, 1.8% active; SW480 DNA re-replication, Hoechst DNA content imaging, 48 h; AID 624297; Potency, µM (doses to about 46.1 µM), without a hit: top-dose re-replication activation, hits mostly activators; further: potency means the concentration at half of the fitted maximal effect; % of control where 0% means no effect; nearly all actives have a fitted effect of over 55% in size
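Image-based DNA-content assay: after two days of treatment, nuclei were labelled with the DNA dye Hoechst and imaged, and hits were compounds raising the count of nuclei showing high fluorescence intensity.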
IL1B secr inh: inflammasome signaling inhibition, IL-1 beta readout; 360,000 tested, 4.7% active; AID 743279; activity change, % at 57.5 µM; THP-1 LPS/ATP IL-1B secretion, AlphaLISA, 16 h; active compounds read low; in the data active means activity change below about -50%; inconclusive means mostly about -30% to -49%; further: on the % scale 0 is the no-effect control and ±100 the full control effect
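Secreted IL-1B measured by AlphaLISA bead assay after 16 h compound exposure of THP-1 cells; compounds (final up to 57.5 uM) added 1 h before LPS (250 ng/mL) and ATP (1.25 mM) stimulation; lower signal means less secretion.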
KB-3-1 tox: KB-3-1 parental cell cytotoxicity; 400,000 tested, 1.4% active; KB-3-1 viability, CellTiter-Glo ATP luminescence, 72 h; AID 1347075; Potency, µM (doses to about 46.1 µM), without a hit: at the top dose activity change, negative = cytotoxic, hits mostly cytotoxic; further: potency means the concentration at half of the fitted maximal effect; on the % scale 0 is the no-effect control and ±100 the full control effect; nearly all actives have a fitted effect of over 60% in size
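Using CellTiter-Glo luminescence, growth of non-resistant KB-3-1 adenocarcinoma cells is assessed 72 h after pin-tool compound addition at 37 °C. Normalized responses across the concentration series yield fitted curves.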
KB-V1 cytotox: kills drug-selected multidrug resistant KB-V1 cells; KB-V1 MDR cells viability, CellTiter-Glo, 72 h; Potency, µM (series often up to 46.1 µM), inactives show at the top dose activity change, negative = cytotoxicity, hits mostly cytotoxic; 400,000 tested, 3.4% active; further: potency means the concentration at half of the fitted maximal effect; on the % scale 0 is the no-effect control and ±100 the full control effect; nearly all actives have a fitted effect of over 60% in size
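In this primary screen, KB-V1 cells overexpressing P-gp are incubated with library compounds (lowest to highest concentration) for 72 h at 37 degrees C before a luminescent ATP viability read.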
GLP-1R agonist: agonists of human GLP-1 receptor; P43220; HEK293 GLP-1R CRE-luciferase, luminescence, 4-6 h; cells express a hypersensitive GLP-1R form; Potency, µM (titrated, usually from 45.6 µM), without a hit: at the highest dose activation, hits mostly activators; 380,000 tested, 0.007% active; AID 624172; further: potency means the concentration at half of the fitted maximal effect; % of control where 0% means no effect
Target sequence (P43220 whole entry, looked up): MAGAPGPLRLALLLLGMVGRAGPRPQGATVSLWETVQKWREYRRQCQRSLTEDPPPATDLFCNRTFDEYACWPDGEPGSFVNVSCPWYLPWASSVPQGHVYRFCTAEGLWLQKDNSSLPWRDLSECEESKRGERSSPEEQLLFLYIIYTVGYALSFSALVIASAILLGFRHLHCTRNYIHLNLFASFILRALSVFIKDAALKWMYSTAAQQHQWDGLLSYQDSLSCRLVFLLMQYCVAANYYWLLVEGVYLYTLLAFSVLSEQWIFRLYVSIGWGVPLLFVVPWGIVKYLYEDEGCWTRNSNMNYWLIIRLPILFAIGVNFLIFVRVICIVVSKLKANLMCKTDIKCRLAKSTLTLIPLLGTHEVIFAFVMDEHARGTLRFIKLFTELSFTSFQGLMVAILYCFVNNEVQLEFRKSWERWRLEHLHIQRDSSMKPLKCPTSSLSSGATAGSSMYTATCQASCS
DRD3 agonist: activates the human D3 dopamine receptor. P35462. D3R DiscoveRx beta-arrestin cells, luminescence, 90 min. max activation, %. 410,000 tested, 0.58% active; in the data active means max activation above about 30%; further: 0% is about no effect; mostly tested at two doses, the higher about 12 µM
Target sequence (P35462 whole entry, looked up): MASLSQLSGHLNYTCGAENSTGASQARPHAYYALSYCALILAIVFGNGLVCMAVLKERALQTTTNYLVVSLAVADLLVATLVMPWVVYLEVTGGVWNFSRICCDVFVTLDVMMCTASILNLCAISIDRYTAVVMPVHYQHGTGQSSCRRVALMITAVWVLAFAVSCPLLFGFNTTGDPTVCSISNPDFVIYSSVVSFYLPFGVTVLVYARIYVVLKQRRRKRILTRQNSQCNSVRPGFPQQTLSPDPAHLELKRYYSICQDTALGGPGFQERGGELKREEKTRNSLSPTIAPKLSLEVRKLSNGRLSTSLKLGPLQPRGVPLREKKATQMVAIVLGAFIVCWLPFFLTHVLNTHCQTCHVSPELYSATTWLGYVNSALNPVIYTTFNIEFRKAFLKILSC
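Cells at 1500/well, incubated overnight, then treated with pinned compounds (dopamine as control) for 90 min at 37 degrees C. DiscoveRx reagent added for 30 - 60 minutes at room temperature; luminescence read.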
DRD3 antagonist: D3 dopamine receptor (human) antagonism | max response, negative = inhibition, % | D3R cells, DiscoveRx beta-arrestin luminescence, antagonist mode; active compounds read low | 360,000 tested, 2.5% active | AID 652054 | P35462; in the data active means max response below about -50%; inconclusive means no clear call, values can overlap the other calls; further: on the % scale 0 is the no-effect control and ±100 the full control effect; mostly tested at two doses, the higher about 12 µM
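Cells plated overnight at 1500 cells/well, then exposed to library compounds with dopamine controls for 90 minutes at 37 degrees C. DiscoveRx reagent added for 30–60 minutes at room temperature; luminescence read, quantitative HTS format.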
HT1080 IDH1KD tx: kills HT-1080 cells with IDH1 knockdown | HT-1080 IDH1 knockdown viability, ATP luminescence, 48 h | AID 686971 | 360,000 tested, 2% active | Potency, µM (top dose mostly 46.1 µM), for the others: top-dose activity, negative = toxicity, hits mostly cytotoxic;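 further: potency means the concentration at half of the fitted maximal effect; 0% = DMSO wells and -100% = cell-free medium wells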
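Assay cells: HT-1080 with IDH1 knockdown, 750 per well, RPMI/5% FBS. Exposure: 48 h at 37 °C following 2 h pre-incubation. Read: CellTiter-Glo luminescence; fitted concentration-response, curve class assigned.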
HT1080-NT tox: kills 2HG-producing HT-1080-NT fibrosarcoma cells; HT-1080-NT fibrosarcoma viability, CellTiter-Glo ATP luminescence, 48 h; Potency, µM (titrated, usually from 46.1 µM), inactives show top-dose activity, negative = less viability, actives largely listed as cytotoxic; 360,000 tested, 1.6% active;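 further: NT is the 2HG producing partner of a matched IDH1 knockdown line; potency means the concentration at half of the fitted maximal effect; 0% = DMSO-treated cells and -100% = media-only wells without cells; nearly all actives have a fitted effect of over 55% in size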
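750 cells/well, RPMI + 5% FBS; 2 h settle, compound pin-transfer, 48 h at 37 degrees C. CellTiter-Glo 10 min RT, luminescence. Normalized to DMSO and media-only wells.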
* hit, by the source's call; ? = inconclusive; nt = no result given; [ ] = another dose, or the depositor's remark. Unless noted, the call rests on the fitted dose curve; in most records, active means well fitted curve in the direction sought with a large enough effect; inconclusive means small, poorly fitted or top-dose-only effect, or another doubt; inactive means no such curve, though single readings can be large; an effect the other way counts as inactive or inconclusive.

molecule,SW480 rereplic,IL1B secr inh,KB-3-1 tox,KB-V1 cytotox,GLP-1R agonist,DRD3 agonist,DRD3 antagonist,HT1080 IDH1KD tx,HT1080-NT tox
CCCc1nc2c3ccccc3ccn2c1Cc1cccc(F)c1,nt,0.0,-12.4%,-2.2%,3.3%,-5.0,-89.8*,?,?
CN(CC(=O)NC1CC1)S(=O)(=O)c1cc(Cl)ccc1Cl,-0.3%,14.2,-10.0%,?,11.7%,-6.0,-3.2,2.6%,15.3%
COc1cc(N2C(=O)c3ccccc3C2=O)c(Cl)cc1C(=O)OCC(=O)N(C)C,-2.9%,19.0,2.8%,-6.8%,4.9%,4.2,5.3,6.5%,11.3%
CC(C)CC(=O)Nc1cccc(NC(=O)CC(C)C)n1,-0.9%,2.2,20.0%,?,-1.8%,-2.0,-0.4,10.5%,11.0%
COc1ccc2c(CSc3nc4nc(C)cc(C)n4n3)cc(=O)oc2c1,-0.6%,-1.9,-4.7%,-15.2%,?,-1.5,5.8,-3.5%,-7.9%
CCC(CC)C(=O)Nc1nnc(SCC(=O)NC2CC2)s1,-10.2%,6.2,14.1%,-0.5%,0.3%,-24.3,-0.9,1.1%,15.9%
CC(=O)c1ccc([C@@H]2C[C@]34CN(Cc5cccc(C(F)(F)F)c5)S(=O)(=O)[C@H]3C[C@H]2O4)cc1,7.2%,-2.7,10.2%,?,1.9%,3.8,-24.5,-1.5%,2.7%
c1ccc(COc2ccc(OCCOCCn3cncn3)cc2)cc1,-0.2%,-10.6,-14.9%,-9.7%,-11.8%,-2.9,1.6,-4.0%,-2.9%
O=C(c1ccc(Br)o1)N1CCC(Cc2ccccc2)CC1,-17.3%,-13.8,?,?,5.3%,-17.0,0.2,0.2%,0.8%
O=S(=O)(c1ccc(NC(=S)NCc2cccnc2)cc1)N1CCCCC1,-2.2%,12.8,-10.6%,6.9%,12.1%,-2.7,25.3,10.3µM*,?
CCc1ccccc1NC(=O)CN(c1cc(C(F)(F)F)ccc1Cl)S(=O)(=O)c1ccccc1,nt,nt,-0.2%,7.7%,-4.3%,-2.1,nt,nt,nt
CC(C)n1c(=O)c2ccccc2n1S(C)(=O)=O,nt,54.2,11.0%,3.2%,-3.3%,6.2,4.7,8.0%,14.1%

Other structures:
molecule,SW480 rereplic,IL1B secr inh,KB-3-1 tox,KB-V1 cytotox,GLP-1R agonist,DRD3 agonist,DRD3 antagonist,HT1080 IDH1KD tx,HT1080-NT tox
Cc1cccc(NC(=O)CN2C(=O)S/C(=C\c3cccn3-c3cccc(C(=O)O)c3)C2=O)c1,6.4%,-5.1,-14.3%,8.5%,1.1%,-19.8,5.5,-12.2%,-8.1%
COc1cc(/C=C(\NC(C)=O)C(=O)NC(C)(C)CC(C)(C)C)ccc1OC(C)=O,130.4%,0.0,29.5%,-0.6%,-12.7%,3.0,12.7,0.2%,1.8%
O=C(COc1ccc([N+](=O)[O-])cc1)N/N=C/c1cc([N+](=O)[O-])ccc1N1CCOCC1,-8.2%,?,13.0%,16.4µM*,22.8%,11.4,2.9,-0.9%,-5.9%
O=C(CN1C(=O)NC2(CCCC2)C1=O)OCCOc1ccc(F)cc1,-58.9%[inhibitor],-22.5,15.0%,?,4.4%,-10.9,-4.4,-0.5%,-1.5%
COc1ccnc(Oc2cc(Cl)cc(Cl)c2)c1C#N,-19.2%,6.7,-3.5%,1.0%,14.0%,6.3,21.6,-10.6%,-18.6%
CCOC(=O)/C=C(\C)Nc1cc(C)nn1-c1ccccc1,-4.6%,16.9,11.6%,-2.4%,14.9%,7.2,1.0,16.3%,11.0%
CCCNC(=O)/C=C/C(=O)O,-2.1%,7.8,10.0%,?,-8.4%,-3.1,-7.8,0.8%,12.5%
CC(C)NC(=O)C(=O)c1cn(C)c2ccccc12,-4.0%,19.0,15.4%,-10.4%,8.1%,-1.5,12.7,6.3%,-7.4%
CN(c1ccccc1)S(=O)(=O)c1cccc2ccccc12,-55.8%[inhibitor],-13.7,-7.6%,-26.1%,9.0%,-3.6,2.7,-7.8%,2.2%
O=C(O)C1CCN(S(=O)(=O)c2cccc3nsnc23)CC1,37.0%,22.6,9.4%,?,-0.4%,-9.3,-2.0,4.7%,5.4%
Cc1ccc(C(=O)NN(CCC(=O)NC(C)(C)C)C2=NS(=O)(=O)c3ccccc32)cc1,-5.3%,-5.1,17.1%,0.0%,2.0%,3.4,10.5,19.5%,14.5%
O=C(N/N=C/c1ccco1)c1cc2ccccc2o1,-4.1%,-13.2,-0.5%,3.5%,-7.9%,-0.7,1.5,-3.3%,24.1%

Following part:
molecule,SW480 rereplic,IL1B secr inh,KB-3-1 tox,KB-V1 cytotox,GLP-1R agonist,DRD3 agonist,DRD3 antagonist,HT1080 IDH1KD tx,HT1080-NT tox
CC1CCC/C(=N/Nc2nc3ccccc3s2)C1 (stereo not given),3.3%,34.5,-17.5%,-2.6%,2.1%,4.1,-4.4,1.4%,0.1%
O=C(COC(=O)CC1CC2CCC1C2)Nc1cccc(S(=O)(=O)NC2=NCCCCC2)c1 (stereo not given),-8.8%,-5.5,13.8%,21.3%,1.4%,5.4,4.5,-3.2%,4.3%
CC[C@@H](C)[C@H](NS(=O)(=O)c1ccc(C)cc1)C(=O)N1CCC(C(=O)NCC(=O)O)CC1,-5.3%,3.7,-2.9%,16.4%,-7.7%,-4.4,1.6,4.4%,3.6%
CC[C@]12C(=O)N(C)C[C@H]([C@@H]3C(=O)N(Cc4ccccc4)C(=O)[C@@H]31)N2C(=O)c1ccc(F)cc1,-15.1%,23.3,6.7%,3.0%,-3.3%,2.8,23.1,12.9%,11.9%
COC(CSc1nc(N)c2c3c(sc2n1)CN(C)CC3)OC,-0.7%,-6.3,4.4%,11.6%,19.3%,1.7,16.4,8.9%,10.1%
O=C(NC1CCCC1)C1CCN(C(=O)NCc2ccccc2)CC1,-4.3%,-11.2,1.9%,24.8%,1.8%,5.4,-8.3,4.7%,5.4%
COCc1nnc(NC(=O)c2ccc(NC(=O)C(C)C)cc2)s1,-2.9%,26.9,-1.4%,14.0%,-10.7%,-1.6,-10.6,7.2%,1.6%
Cc1cc(C(=O)O)c(S(C)(=O)=O)s1,-4.1%,12.6,0.8%,-5.3%,-10.2%,1.2,-14.9,10.5%,8.1%
COc1ccc2nc(NC(=O)CCc3nc(-c4ccccc4F)no3)sc2c1,2.5%,11.0,5.3%,27.0%,-7.7%,4.9,0.0,9.0%,9.2%
COc1cc(CNCCCN2CCOCC2)ccc1OCC(=O)NC(C)(C)C,-3.9%,-11.3,4.6%,-9.0%,5.9%,-4.2,8.3,7.6%,0.4%
CC(=O)N1CCC(=NNc2ccnc3cc(Cl)ccc23)CC1,-8.5%,39.7,16.5%,3.4%,9.5%,-11.4,-8.4,-9.6%,-0.9%
CCNc1nc(NCC)n2c(SCC(=O)Nc3ccc(OC)c(OC)c3)nnc2n1,-1.6%,21.4,4.8%,6.8%,0.1%,4.0,24.1,21.2%,8.1%

Next part.
molecule,SW480 rereplic,IL1B secr inh,KB-3-1 tox,KB-V1 cytotox,GLP-1R agonist,DRD3 agonist,DRD3 antagonist,HT1080 IDH1KD tx,HT1080-NT tox
Cc1ccc2nsnc2c1S(=O)(=O)NC1CC1,-4.4%,0.0,17.0%,20.3%,1.5%,6.1,6.1,-1.0%,0.5%
Cc1ccc(S(=O)(=O)N(C)C)cc1NC(=O)c1ccccc1SCC(=O)N1CCCC1,-0.6%,-7.4,2.3%,9.3%,-1.1%,3.5,12.4,2.6%,1.7%
COC(=O)C(CCSC)NC(=O)Cn1ncc2c(=O)oc3ccc(C)cc3c21 (stereo not given),-2.1%,10.3,-1.1%,1.8%,1.1%,-4.0,3.8,3.0%,14.8%
CO[C@@H]1[C@@H](OC(N)=O)[C@@H](O)C(Oc2ccc3c(O)c(NC(=O)c4ccc(O)c(CC=C(C)C)c4)c(=O)oc3c2C)OC1(C)C (stereo not given in full),-52.7%[inhibitor],11.1,0.0%,7.6%,4.6%,7.4,21.3,-1.9%,15.0%
COc1ccc(-c2c(C#N)c(N)nc3sc(C(=O)c4ccccc4)c(N)c23)cc1,-2.5%,-6.6,5.1%,4.11µM*,3.3%,-6.1,-21.7,14.2%,1.4%
O=C(CSc1nnc(-c2ccccn2)n1-c1ccccc1)Nc1ccc2c(c1)OCO2,0.6%,29.3,-5.0%,-11.5%,4.8%,-2.8,-27.3,23.1µM*,?
CC(=O)NC(c1ccccc1)c1nc(-c2cncnc2)cs1 (stereo not given),nt,-1.0,0.0%,-1.8%,-2.9%,3.4,0.0,23.2%,26.2%
CC(=O)c1c(C)[nH]c(C(=O)N2CCN(c3cc(Cl)ccc3C)CC2)c1C,9.2µM*,21.2,4.61µM*,0.0%,-2.2%,-2.1,-9.1,23.1µM*,16.4µM*
Cc1cccc(C)c1NC(=O)C1(C)CCC(=O)N1CCc1c[nH]c2ccccc12 (stereo not given),nt,19.0,0.1%,-11.1%,2.5%,4.3,-19.4,-0.2%,21.5%
CN(C)c1ccc(C(=O)OCC(=O)N2CCCCCC2)cc1,-6.1%,-24.2,4.9%,3.4%,-2.5%,-14.4,-3.4,6.7%,6.3%
CCC(C(=O)OC)n1cnc2c(oc3ccccc32)c1=O (stereo not given),-0.6%,26.4,4.6%,19.3%,8.8%,2.7,4.8,-2.5%,-1.5%

Given field by field: 2 of the compounds above
> O=C(CSc1nnc(-c2ccccn2)n1-c1ccccc1)Nc1ccc2c(c1)OCO2
  SW480 rereplic: 0.6%; IL1B secr inh: 29.3; KB-3-1 tox: -5.0%; KB-V1 cytotox: -11.5%; GLP-1R agonist: 4.8%; DRD3 agonist: -2.8; DRD3 antagonist: -27.3; HT1080 IDH1KD tx: 23.1µM*; HT1080-NT tox: ?

> CC(=O)NC(c1ccccc1)c1nc(-c2cncnc2)cs1 (stereo not given)
  SW480 rereplic: nt; IL1B secr inh: -1.0; KB-3-1 tox: 0.0%; KB-V1 cytotox: -1.8%; GLP-1R agonist: -2.9%; DRD3 agonist: 3.4; DRD3 antagonist: 0.0; HT1080 IDH1KD tx: 23.2%; HT1080-NT tox: 26.2%
